# GAA inhib = alpha-glucosidase (human) inhibition; AID 1466; Potency, µM (doses to about 76.9 µM), for inactives: at the highest dose activity change, negative = inhibition, hits mostly inhibitors; P10253; hit rate 0.005% among 200,000; purified human GAA, 4-MU-alpha-glucoside fluorescence;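 note: potency is the fitted concentration of half-maximal effect; plate controls were uninhibited enzyme wells for no effect and no-enzyme background for full effect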
#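 Fluorogenic assay: 4 nM human alpha-glucosidase with 400 uM 4-methylumbelliferyl-alpha-D-pyranoside in 50 mM citrate/phosphate, 0.005% Tween-20, pH 5.0, 20 min at room temperature. Compounds tested up to 77 uM; AC50 from Hill fits.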
# CBFb RUNX1 block = blocks binding between human CBF-beta and RUNX1; Q01196+Q13951; AlphaScreen CBFb-His/RUNX1-biotin binding, biochemical; Potency, µM (top dose mostly 59.8 µM), for the others: at the top dose activity, negative = inhibition, usual class: inhibitors; 230,000 tested, under 10 active; AID 1477; note: % of control where 0% means no effect
# Target sequence (Q01196 whole entry, looked up): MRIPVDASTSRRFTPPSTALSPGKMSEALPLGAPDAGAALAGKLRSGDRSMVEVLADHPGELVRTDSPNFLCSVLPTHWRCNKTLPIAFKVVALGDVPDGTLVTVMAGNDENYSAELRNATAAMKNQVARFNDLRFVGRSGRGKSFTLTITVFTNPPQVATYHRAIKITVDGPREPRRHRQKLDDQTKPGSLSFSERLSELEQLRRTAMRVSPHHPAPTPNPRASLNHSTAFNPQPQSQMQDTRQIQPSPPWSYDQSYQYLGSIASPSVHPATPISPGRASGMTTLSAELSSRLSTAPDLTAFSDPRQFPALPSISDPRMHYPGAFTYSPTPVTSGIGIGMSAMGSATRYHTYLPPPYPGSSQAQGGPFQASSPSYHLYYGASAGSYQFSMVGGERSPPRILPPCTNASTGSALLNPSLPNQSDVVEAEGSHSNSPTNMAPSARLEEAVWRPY
# Target sequence (Q13951 whole entry, looked up): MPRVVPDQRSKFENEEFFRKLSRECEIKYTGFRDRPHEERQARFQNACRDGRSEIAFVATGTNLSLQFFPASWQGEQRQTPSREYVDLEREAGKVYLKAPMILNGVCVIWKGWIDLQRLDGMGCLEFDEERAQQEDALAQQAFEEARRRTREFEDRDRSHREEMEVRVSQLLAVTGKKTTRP
#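 CBF-beta (His) and RUNX1 (biotin), 30 nM each; 20 min preassociation; + compound, 15 min; + beads 50 ng each (Ni, streptavidin), 90 min; RT; AlphaScreen read.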
# HTT ATP protect = cytoprotection in Huntington HTT-Q103 PC12 cell model; PC12 HTT-Q103 induced, cytoprotection, ATP luminescence, 40 h; Potency, µM (doses to about 56.4 µM), inactives show cytoprotection (ATP increase), actives largely listed as activators; hit rate 0.14% among 230,000; AID 1471;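 note: potency is the fitted concentration of half-maximal effect; % of control where 0% means no effect; nearly all actives have a fitted effect of over 45% in size; toxic huntingtin expression switched on by the ecdysone agonist tebufenozide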
#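 PC12 cells with ecdysone-inducible HTT exon 1 Q103-GFP, induced with 100 nM tebufenozide and co-treated with library compounds in a dose series (1536-well, 1500 cells/well). Cytoprotection read as ATP content by ATPlite luminescence.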
# aGlu spleen mod = inhibitors or activators of human alpha-glucosidase in spleen homogenate | P10253 | human spleen homogenate, 4-MU-alpha-glucoside fluorescence | Potency, µM (doses to about 79.9 µM), inactives show at the highest dose activity change, negative = inhibition, usual class: inhibitors | hit rate 0.006% among 240,000 | AID 2112;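 note: potency is the fitted concentration of half-maximal effect; 0% = enzyme with vehicle and -100% = no enzyme basal signal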
#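 Human spleen homogenate (1 ug) incubated with compounds and 1 mM 4-methylumbelliferyl-alpha-D-glucopyranoside in pH 5.0 citrate/phosphate buffer, 37 C, 40 min. Stopped at pH 10; 4-MU fluorescence (Ex 365/Em 440 nm); AC50 by Hill fit.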
# LMNA splice mod = LMNA splicing modulation. hit rate 0.01% among 200,000. Potency, µM (titrated, usually from 46.1 µM), for the others: top-dose ratio change, negative = inhibition, usual class: inhibitors. HeLa LMNA splicing GFP/RFP minigene ratio, 48 h. AID 1487; active = well fitted inhibition curve with a large enough effect in the signal ratio, with a control signal flat, not every such curve was filed as active; inconclusive = small, poorly fitted or top-dose-only effect, or effect the other way, or a change in a side signal; the % refers to the signal ratio; note: potency is the fitted concentration of half-maximal effect; % is set by controls: 0 for no effect and ±100 for the full control effect
#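 S3 HeLa cells stably expressing lamin A-EGFP splicing minigene plus DsRed2, 600 cells/well, 48 h compound exposure at 37C. Laser-scanning cytometry; analysed as GFP (500-530 nm)/RFP (575-640 nm) total intensity ratio; 0.5% DMSO vehicle.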
# GAA glycogen mod = GAA glycogen-cleavage inhibition or activation; hit rate 0.38% among 300,000; Potency, µM (doses to about 76.4 µM), for the others: top-dose activity change, negative = inhibition, most hits filed as inhibitors; AID 2100; recombinant GAA, glycogen substrate, Amplex Red glucose oxidase fluorescence; P10253;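 note: potency is the fitted concentration of half-maximal effect; 0% = full enzyme reaction and -100% = no-enzyme basal signal; the screen sought inhibitors and activators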
#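 Recombinant human alpha-glucosidase (4 nM final) hydrolysed bovine liver glycogen (30 ug) for 40 min at 37 C in pH 5.0 citrate/phosphate with 0.01% Tween-20. Released glucose detected by glucose oxidase/Amplex Red, Ex 573/Em 610 nm. Compounds up to 77 uM; AC50 from Hill fits.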
# HttQ103 aggreg = reduces HttQ103-GFP aggregates in PC12 cells | Potency, µM (doses to about 46.1 µM), inactives show at the highest dose activity change, negative = inhibition, most hits filed as inhibitors | PC12 HttQ103-GFP aggregates, Acumen cytometry, 40 h | AID 1688 | hit rate 1.1% among 220,000; note: potency is the fitted concentration of half-maximal effect; % is set by controls: 0 for no effect and ±100 for the full control effect; nearly all actives have a fitted effect of over 60% in size
#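 Aggregate formation scored by laser-scanning cytometer (488 excitation, 500–530 emission) in lysed PC12 cells expressing Q103-GFP after 100 nM tebufenozide induction; library tested in dose series, with ATPLite reagent added in the multiplex.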
# * hit, by the source's call; ? = inconclusive; nt = no result given; [ ] = remark or other dose. Unless noted, calls come from the whole dose curve; as a rule, active = well fitted curve in the direction sought with a large enough effect; inconclusive = small, poorly fitted or top-dose-only effect, or another doubt; inactive = no such curve, though single readings can be large; an effect the other way counts as inactive or inconclusive.
SMILES,GAA inhib,CBFb RUNX1 block,HTT ATP protect,aGlu spleen mod,LMNA splice mod,GAA glycogen mod,HttQ103 aggreg
COc1ccc(CNC(=O)c2cccc(NC(=O)c3ccccc3)c2)cc1,6%,0%,35%[10 µM],-1%,?,22%,10%[9.22 µM]
O=C(OCCN1CCOCC1)c1ccc(OCCN2CCOCC2)cc1,-3%,1%,20%,5%,2%,-3%,-2%
CCC(=O)NCCN1CCN(C(=O)CC)CC1,0%,-1%,-5%,-2%,-6%,3%,-8%
O=C(Cc1ccccc1[N+](=O)[O-])NCc1ccc(Cl)cc1,-15%,4%,nt,-2%,?,-12%,28%
CCOC(=O)c1c(C)nc(C)c(C(=O)OCC)c1-c1ccc(O)c(OC)c1,?,-3%,-11%,0%,nt,-1%,-15%
C/C(N)=C(/C#N)C(=O)CSc1nncn1-c1ccccc1,0%,6%,10%[10 µM],-5%,11%[46 µM],7%,29%
Cc1ccc(Cn2c(=N)n(CC(=O)c3ccc([N+](=O)[O-])cc3)c3ccccc32)cc1,1%,-2%,-28%[10 µM],-4%,-6%,5%,?
CCN1CCN(C(=O)CN2C(=O)c3cccc4cccc2c34)CC1,-13%,-1%,3%[10 µM],2%,-18%,3%,-2%
CC1CCC/C(=N\NS(=O)(=O)c2ccccc2)C1 (centres undefined),nt,2%,11%[10 µM],-3%,nt,1%,2%[9.22 µM]
O=S(=O)(CCSc1nc2ccccc2s1)c1nc2ccccc2s1,-3%,-4%,-113%[inhibitor],0%,?,-2%,?
Cc1cccc(CN2CCCC(C(=O)N3CCc4ccccc4C3)C2)c1 (centres undefined),-4%,4%,8%,?,4%,-1%,-5%
CCc1cccc(NC(=O)Cc2cn(C)c3ccccc23)c1,?,-9%,4%,-5%,?,4%,2%
COc1ccc(/C=C/CN2CCN(Cc3ccccc3)C(CCO)C2)cc1 (centres undefined),nt,6%,5%[10 µM],-6%,nt,7%,-16%[9.22 µM]
CCOC(=O)CSc1nc2ccc(S(=O)(=O)N3CCOCC3)cc2[nH]1,-1%,-8%,?,-8%,-2%,-6%,7%
C=CCn1c(SCC#N)nnc1-c1ccc2ncccc2c1,nt,10%,6%[10 µM],-6%,nt,3%,-11%[9.22 µM]

# Complete entries, looked up by structure. Order of screens: GAA inhib	CBFb RUNX1 block	HTT ATP protect	aGlu spleen mod	LMNA splice mod	GAA glycogen mod	HttQ103 aggreg
# COc1ccc(/C=C/CN2CCN(Cc3ccccc3)C(CCO)C2)cc1 (centres undefined) across the screens: nt	6%	5%[10 µM]	-6%	nt	7%	-16%[9.22 µM]
# C=CCn1c(SCC#N)nnc1-c1ccc2ncccc2c1 across the screens: nt	10%	6%[10 µM]	-6%	nt	3%	-11%[9.22 µM]

# A second format for some results above.
# Results follow in this order: GAA inhib	CBFb RUNX1 block	HTT ATP protect	aGlu spleen mod	LMNA splice mod	GAA glycogen mod	HttQ103 aggreg
CCN1CCN(C(=O)CN2C(=O)c3cccc4cccc2c34)CC1
  -13%	-1%	3%[10 µM]	2%	-18%	3%	-2%
CC1CCC/C(=N\NS(=O)(=O)c2ccccc2)C1 (centres undefined)
  nt	2%	11%[10 µM]	-3%	nt	1%	2%[9.22 µM]
O=S(=O)(CCSc1nc2ccccc2s1)c1nc2ccccc2s1
  -3%	-4%	-113%[inhibitor]	0%	?	-2%	?
Cc1cccc(CN2CCCC(C(=O)N3CCc4ccccc4C3)C2)c1 (centres undefined)
  -4%	4%	8%	?	4%	-1%	-5%
CCc1cccc(NC(=O)Cc2cn(C)c3ccccc23)c1
  ?	-9%	4%	-5%	?	4%	2%
COc1ccc(/C=C/CN2CCN(Cc3ccccc3)C(CCO)C2)cc1 (centres undefined)
  nt	6%	5%[10 µM]	-6%	nt	7%	-16%[9.22 µM]

# (more compounds)
SMILES,GAA inhib,CBFb RUNX1 block,HTT ATP protect,aGlu spleen mod,LMNA splice mod,GAA glycogen mod,HttQ103 aggreg
CC(C)CN(C(=O)COC(=O)Cn1cnc2ccccc2c1=O)C1CCS(=O)(=O)C1 (centres undefined),-6%,-2%,-19%,0%,8%,12%,-10%
Cc1cc(S(=O)(=O)NC(C)C)ccc1OCC(=O)NCc1ccccc1,14%,9%,8%[10 µM],0%,?,10%,19%[9.22 µM]
Oc1c(N=Nc2ccccc2)sc2ccccc12,nt,nt,-6%[10 µM],4%,nt,?,1%[9.22 µM]
COc1ccc(-c2csc(N3CCOCC3)n2)cc1OC,-1%,-7%,-39%[inhibitor],-12%,10%,-3%,6%
COc1ccc(OC)c(NC(=O)CSC2=NCCS2)c1,-4%,1%,7%,-9%,-28%,-28%,-18%
CCOC(=O)c1ccccc1NC(=O)CSc1cccc[n+]1[O-],-7%,2%,-25%,-1%,-1%,7%,8%
Cc1nc(S(=O)(=O)c2ccc(Cl)cc2Cl)nc2c1CCC2,-5%,-10%,-2%,-8%,-11%,7%,7%
CCc1ccccc1N1C(=O)CC(N2CCc3ccccc32)C1=O (centres undefined),9%,0%,nt,-12%,?,?,nt
CCCCCCOC1(c2ccccc2)OC(=O)c2ccccc21 (centres undefined),-2%,?,22%,-2%,-3%,-14%,-3%
CC(Nc1ncnc2nc[nH]c12)c1ccccc1 (centres undefined),2%,3%,-18%,5%,?,-11%,-7%
O=S(=O)(Nc1ccc(S(=O)(=O)N2CCCCC2)cc1)c1cccs1,?,3%,-8%[0.074 µM],-9%,-13%,-8%,4%
CN(C1=C(NC(=O)c2ccccc2)C(=O)c2ccccc2C1=O)C1CCS(=O)(=O)C1 (centres undefined),1%,4%,-9%[10 µM],-10%,?,8%,22µM*
COc1ccccc1N1CCN(C(=O)c2ccc(Cn3c(=S)[nH]c4cc5c(cc4c3=O)OCO5)cc2)CC1,-2%,6%,-20%,7%,nt,7%,-8%
O=C(Cn1cnc2c(nnn2-c2ccc(F)cc2)c1=O)N1CCCC1,0%,9%,-8%,3%,3%,3%,14%
COc1cc(/C=N/Nc2ccc(F)cc2F)cc(OC)c1O,-4%,0%,7%[0.074 µM],-7%,?,-2%,?

# Another view of part of the listing above:
smiles	GAA inhib	CBFb RUNX1 block	HTT ATP protect	aGlu spleen mod	LMNA splice mod	GAA glycogen mod	HttQ103 aggreg
CC(C)CN(C(=O)COC(=O)Cn1cnc2ccccc2c1=O)C1CCS(=O)(=O)C1 (centres undefined)	-6%	-2%	-19%	0%	8%	12%	-10%
Cc1cc(S(=O)(=O)NC(C)C)ccc1OCC(=O)NCc1ccccc1	14%	9%	8%[10 µM]	0%	?	10%	19%[9.22 µM]
Oc1c(N=Nc2ccccc2)sc2ccccc12	nt	nt	-6%[10 µM]	4%	nt	?	1%[9.22 µM]

# The results go on:
SMILES,GAA inhib,CBFb RUNX1 block,HTT ATP protect,aGlu spleen mod,LMNA splice mod,GAA glycogen mod,HttQ103 aggreg
O=C(CNCc1ccccc1)Nc1ccc(F)cc1,nt,-4%,-14%[10 µM],-5%,nt,4%,-1%[9.22 µM]
O=c1c2ccc(Cl)cc2[nH]c(=S)n1CCCN1CCOCC1,-5%,11%,nt,6%,nt,5%,37%
O=C(C1CC1)N1CCC(C(O)(c2ccccc2)c2ccccc2)CC1,4%,5%,-6%,0%,-4%,-4%,9%
O=C(/C=N/O)Nc1ccc(F)cc1,-1%,4%,-23%,-7%,-7%,0%,-4%
CC(C)C[C@H](NC(=O)CCCn1nnc2ccccc2c1=O)C(=O)O,nt,4%,11%[10 µM],6%,nt,4%,3%[9.22 µM]
CCOC(=O)N1CCC(Nc2c(N3CCN(c4cc(Cl)ccc4C)CC3)c(=O)c2=O)CC1,3%,-2%,13%,-6%,1%,10%,-15%
O=c1[nH][nH]c(-c2ccccc2O)c1C(C[N+](=O)[O-])c1ccc(Cl)cc1Cl (centres undefined),?,-15%,1%[10 µM],1%,?,?,32%
O=[N+]([O-])c1ccc(Cl)c(/C=N/N2CCN(Cc3ccc(Cl)cc3)CC2)c1,-6%,-1%,2%,-4%,-7%,-17%,-14%
COc1ccc(C(=O)N(c2ccccn2)C2CCCCC2)c(OC)c1,-3%,-7%,-9%[10 µM],4%,25%[46 µM],6%,-12%
CC(=O)Nc1ccc(S(=O)(=O)N2CCC(NC(=O)c3ccco3)CC2)cc1,-13%,6%,8%[10 µM],1%,-4%,4%,-14%
COc1cccc(/C=C/C(=O)Oc2ccc(C(=O)c3ccc(F)cc3)cc2)c1,?,1%,-3%[10 µM],0%,-6%,16%,-24%
O=C(CCCSc1nnc(SCCCC(=O)c2ccc(F)cc2)s1)c1ccc(F)cc1,-5%,?,-79%[inhibitor],4%,5%,-7%,?
Cc1ccc(-c2nc3c(=O)n(-c4ccccc4)c4c(c(=O)n(C)c(=O)n4C)c3o2)cc1,?,27%,12%[10 µM],1%,-10%[46 µM],9%,33%[9.22 µM]
Cc1nn(Cc2ccc(Cl)cc2)c2sc(C(=O)OCC(N)=O)cc12,-3%,-2%,-4%[10 µM],-6%,2%,-10%,18%
CCN(CC)Cc1cc(C(C)=O)ccc1O,-5%,2%,-9%,-3%,9%,1%,16%[9.22 µM]
COc1cccc(CN2CCNC(=O)C2CC(=O)NCCc2ccccn2)c1 (centres undefined),11%,14%,0%,-5%,nt,10%,-4%
CC1CCN(C(=O)C2CCC(CNS(=O)(=O)c3cccc4cccnc34)CC2)CC1 (centres undefined),-11%,-8%,11%,5%,-9%,7%,14%

# Assay outcomes: PubChem, National Center for Advancing Translational Sciences (NCATS)
